Screens from PubChem BioAssay.
GSH bead fluor = compound fluoresces at 488/530 nm on GSH beads | GSH beads flow cytometry, compound fluorescence 488/530 nm; stronger effect = higher value | 0.25% of 190,000 active | AID 1776 | fluorescence (KMESF) at 10 µM; in the data active = fluorescence above about 89;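 also: glutathione beads carrying GST-tagged Bcl family fusion proteins plus one bare bead set; values are compound well signal with DMSO vehicle wells as background; inactives centre near 16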
Cdc42 wt GTP = changes GTP binding to wildtype human Cdc42; GST-Cdc42 beads, Bodipy-GTP binding, flow cytometry; actives lie on both sides; percent activity (GTP binding), % at 10 µM; 0.2% of 190,000 active; AID 761;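 active = percent activity GTP binding at least 20 points away from the 100% baseline, either down as inhibitor or up as activator; inconclusive = compound flagged as likely green fluorescent from well-wide comparison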;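 also: median bead fluorescence of bound Bodipy-FL-GTP at 100 nM; 0% = excess unlabeled GTP control and 100% = no compound control; below 100% means less GTP binding so inhibitor and above means activator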
Target sequence (P60953 whole entry, looked up): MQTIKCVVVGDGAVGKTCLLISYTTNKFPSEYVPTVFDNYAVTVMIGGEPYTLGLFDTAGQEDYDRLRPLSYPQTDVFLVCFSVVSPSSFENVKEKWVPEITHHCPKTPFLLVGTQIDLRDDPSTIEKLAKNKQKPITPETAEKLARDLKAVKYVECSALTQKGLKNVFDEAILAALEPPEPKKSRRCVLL
Rab7 wt GTP bind = alters GTP binding to wildtype dog Rab7; GST-Rab7 beads, fluorescent GTP binding, flow cytometry; actives lie on both sides; untreated = 100%, excess cold GTP = 0%; GTP binding activity (percent of control), % at 10 µM; 0.055% of 190,000 active;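 active = fluorescent GTP binding to Rab7 beads changed by at least 20 points from the 100% baseline, either direction, mostly lower; inconclusive = compound itself probably fluorescent, or too few beads counted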;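 also: median green fluorescence of bound Bodipy-FL-GTP per Rab7 bead population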
Mcl1 Bid PPI = Mcl-1/Bid interaction inhibition | 0.97% of 220,000 active | AID 1021 | inhibition, % at 21.7 µM | TR-FRET Mcl-1/Bid-Dy647 peptide binding, 1536-well | Q07820;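 active = compounds that cut the binding signal by more than half at the single screening dose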;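 also: His-tagged Mcl-1 with europium anti-His antibody binding Bid BH3 peptide; 0% = Mcl-1 plus peptide wells and 100% = peptide-only wells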
Target sequence (Q07820 whole entry, looked up): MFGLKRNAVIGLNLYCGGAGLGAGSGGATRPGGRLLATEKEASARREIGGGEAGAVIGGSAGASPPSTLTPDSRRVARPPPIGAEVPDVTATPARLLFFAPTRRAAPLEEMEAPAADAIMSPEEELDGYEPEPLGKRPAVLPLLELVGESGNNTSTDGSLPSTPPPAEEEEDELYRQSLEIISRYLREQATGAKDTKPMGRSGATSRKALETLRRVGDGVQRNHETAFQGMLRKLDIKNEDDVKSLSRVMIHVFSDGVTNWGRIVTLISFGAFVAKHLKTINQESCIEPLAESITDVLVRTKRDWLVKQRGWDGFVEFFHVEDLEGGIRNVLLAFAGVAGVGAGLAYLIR
Rac1 act GTP bind = human Rac1 activated mutant GTP binding change. GST-Rac1 activated beads, fluorescent GTP binding, flow cytometry; actives lie on both sides; 100% means binding = to untreated wells. AID 764. P63000. 0.11% of 190,000 active. percent activity (GTP binding), % at 10 µM;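 active = GTP binding at least 20 percentage points away from the 100% baseline, in either direction, so actives lie on both sides; inconclusive = Compound likely fluorescent itself, or too few beads counted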
Rab2A wt mod = changes GTP binding to wildtype dog Rab2A, up or down. AID 760. 0.19% of 190,000 active. GTP binding activity, % at 10 µM. GST-Rab2 wt beads, Bodipy-GTP binding, flow cytometry;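 active = GTP binding activity at least 20 points away from 100%, either lowered or raised; inconclusive = signal likely due to the compound's own green fluorescence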;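 also: 0% = beads with excess unlabeled GTP and 100% = no-compound control corrected for plate trend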
HRas wt GTP bind = modulators of GTP binding to human HRas wildtype. GST-Ras wt beads, Bodipy-FL-GTP binding, flow cytometry; actives lie on both sides. GTP binding activity, % at 10 µM. P01112. 0.14% of 190,000 active;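 active = GTP binding activity at least 20% away from the 100% baseline, either lowered as inhibitor or raised as activator; inconclusive = flagged as likely green fluorescent, judged across all proteins in the well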;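 also: 0% = unlabeled GTP competition control and 100% = no-compound control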
Target sequence (P01112 whole entry, looked up): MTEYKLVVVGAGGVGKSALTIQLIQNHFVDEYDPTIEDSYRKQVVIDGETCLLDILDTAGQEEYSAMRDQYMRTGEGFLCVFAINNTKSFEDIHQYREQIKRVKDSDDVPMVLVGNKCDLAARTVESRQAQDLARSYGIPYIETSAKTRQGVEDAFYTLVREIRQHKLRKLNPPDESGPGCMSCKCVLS
Pf gamet viab = P. falciparum stage V gametocyte viability inhibition; P. falciparum stage V gametocytes, ATP luminescence, 24 h; inhibition, % at 10.9 µM; 0.065% of 150,000 active; AID 743093;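 active = inhibition above the mean plus 3 SD of compounds within the control limits, set per campaign, cut at about 38% in these data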;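 also: 0% = DMSO wells and 100% = medium only without gametocytes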
Mcl1 Noxa PPI = Mcl-1/Noxa interaction inhibition. inhibition, % at 21.7 µM. AID 1022. Q07820. TR-FRET Mcl-1/Noxa peptide binding, 2 h. 1.5% of 220,000 active;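 active = compounds that cut the protein-peptide binding signal by more than 50% relative to plate controls in a single-dose test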;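 also: His-tagged Mcl-1 with rhodamine Noxa BH3 peptide and terbium anti-His antibody; 0% = Mcl-1 plus Noxa peptide wells and 100% = peptide-only wells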
Rac1 wt GTP bind = alters GTP binding to wildtype human Rac1 | GST-Rac1 beads, fluorescent GTP binding, flow cytometry; actives lie on both sides; 0 = cold GTP competed, 100 = untreated | 0.27% of 190,000 active | GTP binding activity (% of control), % at 10 µM | P63000;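 active = GTP binding activity at least 20 points away from the 100% control level, either lower or higher; inconclusive = compound flagged as likely green fluorescent, judged across all proteins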
Avidin bead fluor = avidin bead compound fluorescence profile; Avidin beads, compound fluorescence 488/530 nm, flow cytometry; stronger effect = higher value; AID 1775; fluorescence (KMESF) at 10 µM; 0.38% of 220,000 active; in the data active = fluorescence above about 47; also: inactives centre near 10
* marks the source's active call; other numbers are inactive results; ? = inconclusive; nt = no result given; [ ] = another dose, or the depositor's remark.

| cpd | canonical_smiles | Rab2A wt mod | Rac1 wt GTP bind | GSH bead fluor | Rac1 act GTP bind | HRas wt GTP bind | Rab7 wt GTP bind | Cdc42 wt GTP | Pf gamet viab | Mcl1 Noxa PPI | Avidin bead fluor | Mcl1 Bid PPI |
| --- | --- | --- | --- | --- | --- | --- | --- | --- | --- | --- | --- | --- |
| 1 | O=C(CSc1nnc(Cn2c(=O)sc3ccccc32)n1CCc1ccccc1)N1CCOCC1 | 98.0 | 106.0 | 24 | 99.0 | 101.0 | 99.0 | 103.0 | 11.4 | 7.9 | 12 | -25.5 |
| 2 | CSC1=N/C(=C\c2cccc(F)c2)C(=O)S1 | 98.0 | 97.0 | 11 | 93.0 | 99.0 | 98.0 | 98.0 | nt | -4.9 | 21 | -29.5 |
| 3 | Cc1ccc(C)c(NC(=O)C2CCC(C)(C(=O)O)C2(C)C)c1 (stereo not given) | 103.0 | 109.0 | 12 | 100.0 | 105.0 | 105.0 | 105.0 | 3.7 | 5.8 | 10 | -19.6 |
| 4 | CC(C)Sc1nc(-c2ccccc2)cc(=O)[nH]1 | 109.0 | 128.0*[activator] | 16 | 105.0 | 110.0 | 104.0 | 115.0 | 3.0 | -0.5 | 10 | -17.7 |
| 5 | Cc1cccc(NC(=O)CSCc2nc3c(nnn3Cc3ccc(F)cc3)c(=O)[nH]2)c1C | 95.0 | 100.0 | 11 | 91.0 | 95.0 | 103.0 | 95.0 | nt | 1.1 | 10 | -15.4 |
| 6 | COc1ccccc1-c1c(C)oc2c(CN3CCN(CCO)CC3)c(O)ccc2c1=O | 101.0 | 102.0 | 28 | 100.0 | 101.0 | 98.0 | 103.0 | nt | 7.6 | 10 | -30.6 |
| 7 | O=C(/C=C\Nc1ccccn1)c1ccc(Cl)cc1 | 96.0 | 94.0 | 15 | 93.0 | 97.0 | 100.0 | 96.0 | nt | -10.6 | 11 | -7.4 |
| 8 | COC(=O)c1ccc(/C=N/N2CCN(Cc3ccc(C)cc3C)CC2)cc1 | 102.0 | 100.0 | 10 | 101.0 | 99.0 | 94.0 | 99.0 | -1.6 | 3.2 | 13 | -58.3 |
| 9 | O=c1cc(CO)oc(C(Nc2cccc(C(F)(F)F)c2)c2ccccn2)c1O (stereo not given) | 95.0 | 99.0 | 18 | 95.0 | 95.0 | 93.0 | 97.0 | nt | 70.0* | 9 | -52.9 |
| 10 | CCCCNC(=O)c1ccc(NC(=O)C2CCCO2)cc1 (stereo not given) | 102.0 | 102.0 | 32 | 97.0 | 101.0 | 101.0 | 104.0 | nt | 7.0 | 8 | -9.7 |
| 11 | C=CCN1N=C(c2ccc(Cl)s2)CSC1=O | 91.0 | 92.0 | 51 | 92.0 | 91.0 | 92.0 | 91.0 | nt | -4.0 | 5 | -13.9 |
| 12 | COc1ccc(CC(=O)Nc2cccc(S(=O)(=O)N3CCCCCC3)c2)cc1OC | 98.0 | 105.0 | 9 | 99.0 | 100.0 | 101.0 | 98.0 | -6.5 | 13.3 | 14 | -12.5 |
| 13 | COc1ccccc1-c1nc2n(n1)C(c1cccs1)C(C(=O)Nc1cccnc1)=C(C)N2 (stereo not given) | 91.0 | 89.0 | 32 | 91.0 | 94.0 | 93.0 | 93.0 | -8.0 | nt | 11 | -42.9 |
| 14 | O=C(COC(=O)c1ccc(-c2ccccc2)cc1)Nc1ccccc1-c1ccccc1 | 100.0 | 105.0 | 8 | 102.0 | 100.0 | 101.0 | 100.0 | -4.6 | 19.9 | 3 | -7.7 |
| 15 | CC(=O)Cc1nsc(Nc2cccc(C)c2)n1 | 99.0 | 99.0 | 15 | 97.0 | 98.0 | 102.0 | 98.0 | -7.0 | 11.3 | 11 | -13.1 |
| 16 | CCOC(=O)c1ccc(NC(=O)CCNS(=O)(=O)c2ccc3c(c2)oc(=O)n3C)cc1 | 104.0 | 103.0 | 24 | 101.0 | 102.0 | 98.0 | 102.0 | nt | 7.5 | 11 | -21.5 |
| 17 | O=C(Nc1c2c(nc3ccccc13)CCCC2)c1ccccc1Cl | 99.0 | 101.0 | 17 | 99.0 | 98.0 | 99.0 | 98.0 | nt | 7.0 | 5 | -12.6 |
| 18 | C=CCn1c(SCC(=O)NC(=O)NCC(C)C)nnc1C1CCCCC1 | 100.0 | 104.0 | 13 | 100.0 | 99.0 | 98.0 | 101.0 | nt | 1.9 | 7 | -32.8 |
| 19 | COC(=O)c1cc(-c2ccccc2)sc1NC(=O)c1cc(C)on1 | 100.0 | 106.0 | 10 | 99.0 | 101.0 | 99.0 | 104.0 | nt | 10.0 | 10 | -1.4 |
| 20 | CS(=O)(=O)c1ccc2nc(NC(=O)c3ccc(S(=O)(=O)NCC4CCCO4)cc3)sc2c1 (stereo not given) | 96.0 | 100.0 | 64 | 95.0 | 97.0 | 95.0 | 99.0 | 3.2 | 22.8 | 10 | -4.0 |
| 21 | COc1cc(C)c(C(C)C)cc1S(=O)(=O)n1ccnc1 | 98.0 | 98.0 | 16 | 98.0 | 100.0 | 99.0 | 96.0 | -10.7 | 13.6 | 23 | -1.7 |
| 22 | CCOC(=O)Nc1cc(C(=O)OC)cc(C(=O)OC)c1 | 102.0 | 106.0 | 31 | 99.0 | 101.0 | 100.0 | 105.0 | nt | 2.7 | 14 | 3.8 |
| 23 | Cc1cc(NC(=O)COC(=O)c2ccccc2S(=O)(=O)N(C)c2ccccc2)no1 | 99.0 | 100.0 | 13 | 96.0 | 101.0 | 101.0 | 98.0 | -17.9 | 5.9 | 11 | -17.2 |
| 24 | CCOc1cc(OCC)cc(C(=O)O)c1 | 99.0 | 103.0 | 37 | 102.0 | 103.0 | 103.0 | 101.0 | 8.4 | 16.3 | 13 | 0.9 |
| 25 | CCCCCOc1ccc2oc(=O)c3c(c2c1)CCCN3C(=O)CN1CCCC(C(=O)OCC)C1 (stereo not given) | 96.0 | 96.0 | 35 | 93.0 | 97.0 | 99.0 | 92.0 | 4.9 | 1.5 | 8 | 10.0 |
| 26 | CCN(CC)c1ccc(/C=c2\sc3nc4ccccc4n3c2=O)c(O)c1 | 96.0 | 97.0 | 8 | 93.0 | 96.0 | 101.0 | 97.0 | -12.4 | -7.8 | 21 | -67.9 |
| 27 | Oc1ccccc1N=Cc1ccc[nH]1 | 102.0 | 102.0 | 8 | 98.0 | 99.0 | 100.0 | 99.0 | nt | 7.1 | 13 | -99.0 |
| 28 | CC1CCN(c2ccc(NC(=O)c3ccccc3[N+](=O)[O-])cc2)CC1 | 99.0 | 102.0 | 18 | 95.0 | 101.0 | 105.0 | 98.0 | -3.5 | -0.6 | 11 | -35.5 |
| 29 | CCCN1CCC(NC(=O)Nc2cc(Cl)ccc2OC)CC1 | 96.0 | 100.0 | 26 | 95.0 | 95.0 | 95.0 | 98.0 | -9.8 | -3.6 | 12 | -4.0 |
| 30 | CCc1ccc(N(CC(=O)NC2CCCC2)S(=O)(=O)c2c(C)noc2C)cc1 | 101.0 | 101.0 | 23 | 98.0 | 101.0 | 104.0 | 101.0 | nt | 4.3 | 6 | -17.1 |
| 31 | O=C(c1cccnc1)N1CCN(c2c(Cl)cccc2[N+](=O)[O-])CC1 | 98.0 | 103.0 | 17 | 101.0 | 101.0 | 94.0 | 103.0 | nt | 19.7 | 8 | 7.0 |
| 32 | CCC(C)(C)n1nnnc1C(c1cc2ccc(OC)cc2[nH]c1=O)N1CCN(C2CCCCC2)CC1 (stereo not given) | 93.0 | 90.0 | 54 | 93.0 | 94.0 | 94.0 | 95.0 | nt | 23.8 | 5 | -20.4 |
| 33 | CCOc1ccc(CNc2ccc(N3CCCC3)cc2)cc1 | 99.0 | 102.0 | 12 | 99.0 | 100.0 | 95.0 | 103.0 | nt | 65.8* | 3 | -29.0 |
| 34 | CCC(CC)c1nnc(NC(=O)c2ccc([N+](=O)[O-])cc2)s1 | 100.0 | 106.0 | 11 | 98.0 | 102.0 | 99.0 | 102.0 | nt | 2.7 | 11 | -1.9 |
| 35 | CCCc1cc(O)c2c(C)cc(=O)oc2c1 | 96.0 | 99.0 | 17 | 95.0 | 98.0 | 93.0 | 100.0 | -7.1 | 34.9 | 21 | -25.6 |
| 36 | COCCn1c(SCC(=O)c2ccc(Cl)cc2)nnc1C(C)C | 100.0 | 105.0 | 23 | 99.0 | 101.0 | 101.0 | 99.0 | 8.8 | 16.1 | 13 | -16.5 |
| 37 | CC(=O)NC(CCS(C)(=O)=O)C(=O)Nc1cc(C)ccc1C (stereo not given) | 101.0 | 106.0 | 13 | 99.0 | 102.0 | 101.0 | 103.0 | nt | 3.8 | 6 | -22.3 |
| 38 | CC(C)N(C(=O)COC(=O)[C@H](C)NC(=O)c1ccco1)c1ccccc1 | 100.0 | 103.0 | 16 | 100.0 | 103.0 | 107.0 | 101.0 | -7.2 | 3.6 | 31 | -1.6 |
| 39 | Cc1cc(C)c2nc(SCC(=O)NCCN3C(=O)CSC3=O)cc(C)c2c1 | 96.0 | 99.0 | 15 | 96.0 | 94.0 | 95.0 | 97.0 | 9.4 | -5.0 | 24 | 2.7 |
| 40 | CC1(CC(=O)N/N=C/c2cc([N+](=O)[O-])c(O)cc2O)OCCO1 | 90.0 | 91.0 | 9 | 89.0 | 93.0 | 97.0 | 88.0 | -30.1 | 19.8 | 9 | -65.1 |
| 41 | Cc1cccc(-n2c(N)cc(=O)nc2SCC(=O)Nc2cc(C)on2)c1 | 103.0 | 107.0 | 20 | 98.0 | 101.0 | 103.0 | 101.0 | nt | 9.3 | 33 | -16.7 |
| 42 | Cc1nc(N2CCN(c3ccccn3)CC2)c2c(C)c(C(=O)Nc3ccc(F)cc3)sc2n1 | ? | ? | 17 | ? | ? | ? | ? | -4.2 | -88.0 | 10 | -20.6 |
| 43 | CCCc1c(O)c2ccccc2[nH]c1=O | 104.0 | 100.0 | 38 | 100.0 | 101.0 | 101.0 | 98.0 | nt | -3.7 | 10 | 5.5 |
| 44 | Cn1c(Cn2nnc3ccccc32)nnc1SCC(N)=O | 97.0 | 102.0 | 39 | 96.0 | 99.0 | 98.0 | 100.0 | 8.7 | -7.5 | 12 | -29.9 |
| 45 | Cc1ccsc1/C=N/N1CCN(Cc2ccccc2)CC1 | 99.0 | 101.0 | 23 | 98.0 | 97.0 | 99.0 | 99.0 | 15.8 | 3.4 | 9 | -61.0 |
| 46 | O=C(COc1ccccc1)Nc1ccc(CN2CCCCC2)cc1 | 100.0 | 98.0 | 16 | 96.0 | 99.0 | 105.0 | 97.0 | 23.1 | 1.4 | 7 | -49.4 |
| 47 | Cc1cc(C(=O)CSc2nnc(N)s2)c(C)n1CCc1ccc(F)cc1 | 102.0 | 99.0 | 18 | 98.0 | 101.0 | 98.0 | 99.0 | nt | 0.7 | 13 | -29.7 |
